Bioassay records (PubChem)
PfHsp40 rescue – restores yeast growth despite PfHsp40 toxicity; S. cerevisiae expressing PfHsp40, growth rescue, ATP luminescence; growth rescue, % at 12.5 µM; 340,000 compounds, 0.68% hits; AID 504582; in the data active means growth rescue above about 28%, passing the limit was not always enough; inconclusive means no clear call, values can overlap the other calls;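 further: yeast W303a lacking pdr1 and pdr3 grown in galactose medium; growth measured after three days at 30 °C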
UGM FP inh – blocks M. tuberculosis UGM enzyme; P9WIQ1; purified UGM, fluorescence polarization probe displacement; inhibition, % at 10 µM; 320,000 compounds, 0.06% hits; AID 504406; in the data active means inhibition above about 10%, passing the limit was not always enough; inconclusive means no clear call, values can overlap the other calls
Target sequence (P9WIQ1 whole entry, looked up): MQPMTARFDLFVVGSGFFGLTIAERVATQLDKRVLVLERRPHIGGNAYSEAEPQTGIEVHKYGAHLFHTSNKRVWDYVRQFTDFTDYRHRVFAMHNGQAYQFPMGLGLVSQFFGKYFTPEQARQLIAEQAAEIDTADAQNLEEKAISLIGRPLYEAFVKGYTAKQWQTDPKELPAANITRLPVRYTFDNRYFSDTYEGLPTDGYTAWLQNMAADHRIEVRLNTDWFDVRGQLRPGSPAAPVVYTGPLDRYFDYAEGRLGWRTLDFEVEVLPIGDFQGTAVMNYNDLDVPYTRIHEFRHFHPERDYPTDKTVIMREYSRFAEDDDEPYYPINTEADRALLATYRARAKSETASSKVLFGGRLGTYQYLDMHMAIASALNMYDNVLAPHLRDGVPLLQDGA
BoNT F protease – BoNT F light chain protease inhibition; Multiplex microsphere protease cleavage assay, flow cytometry; inhibition, % at 10 µM; 360,000 compounds, 0.22% hits; in the data active means inhibition above about 35%, passing the limit was not always enough; inconclusive means no clear call, values can overlap the other calls; further: plate controls were buffer without enzyme for full effect and enzyme alone for no effect
Mtb FBA inh – Mtb fructose-bisphosphate aldolase inhibition; P9WQA3; purified M. tuberculosis FBA, fluorescence read-out; inhibition, % at 1 µM; 360,000 compounds, 2.3% hits; AID 588726; in the data active means inhibition above about 27%;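 further: 0% = vehicle and 100% = reference inhibitor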
Target sequence (P9WQA3 whole entry, looked up): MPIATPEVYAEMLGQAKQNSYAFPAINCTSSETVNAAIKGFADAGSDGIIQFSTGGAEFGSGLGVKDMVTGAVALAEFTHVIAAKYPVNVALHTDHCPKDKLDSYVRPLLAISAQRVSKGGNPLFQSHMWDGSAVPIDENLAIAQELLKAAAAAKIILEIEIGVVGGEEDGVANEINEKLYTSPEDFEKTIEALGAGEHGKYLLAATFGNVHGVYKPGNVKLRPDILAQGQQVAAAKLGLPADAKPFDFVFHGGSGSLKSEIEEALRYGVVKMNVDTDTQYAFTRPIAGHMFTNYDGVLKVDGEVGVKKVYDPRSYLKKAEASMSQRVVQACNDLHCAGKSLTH
GDH-TPI inh – counter-screen for M. tuberculosis FBA inhibitors: GDH-TPI coupled enzymes; inhibition, % at 4.8 µM; 360,000 compounds, 1.2% hits; GDH-TPI coupled enzyme counterscreen, NADH absorbance; AID 588335; in the data active means inhibition above about 30%;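 further: 0% = DMSO wells and 100% = wells lacking the enzyme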
FadD28 FP inh – blocks FadD28 binding to the bisubstrate probe; fluorescence polarization; inhibition, % at 12.5 µM; 360,000 compounds, 0.22% hits; AID 588549; in the data active means inhibition above about 8.5%, passing the limit was not always enough; inconclusive means no clear call, values can overlap the other calls
BoNT A protease – inhibitors of Botulinum neurotoxin A light chain protease | multiplex microsphere protease substrate cleavage, flow cytometry | inhibition, % at 10 µM | 360,000 compounds, 0.17% hits; further: plate controls were buffer without enzyme for full effect and enzyme alone for no effect
Anthrax LF prot – inhibitors of Bacillus anthracis lethal factor protease. multiplex microsphere protease cleavage assay, LF. inhibition, % at 10 µM. 360,000 compounds, 0.12% hits. AID 588501; further: plate controls were buffer without enzyme for full effect and enzyme alone for no effect
Mtb BioA inh – inhibitors of Mycobacterium tuberculosis BioA enzyme. purified M. tuberculosis BioA enzyme, plate reader. AID 602481. 360,000 compounds, 0.096% hits. inhibition, % at 9.99 µM; in the data active means inhibition above about 40%; inconclusive means no clear call, values can overlap the other calls
The depositor's hits bear a star; ? = inconclusive; · = not tested or not shown. Unless noted, no stated cut-off is given here; in the data, active means inhibition above about 30%; inconclusive means no clear call, values can overlap the other calls; inactive means below that.

SMILES	PfHsp40 rescue	UGM FP inh	BoNT F protease	Mtb FBA inh	GDH-TPI inh	FadD28 FP inh	BoNT A protease	Anthrax LF prot	Mtb BioA inh
O=C(C1CCCCN1S(=O)(=O)c1ccccc1[N+](=O)[O-])N1CCCCC1 (configuration not stated)	-0.8	-2.4	0	7	0	-2.6	0.8	-1	·
CCOc1ccc(C2C3=C(CCCC3=O)OC(N)=C2[N+](=O)[O-])cc1 (configuration not stated)	0.5	2.8	?	0	7	-3.6	?	-17	-0.7
O=C1CCN(c2ccccc2)N1	-1.5	·	2	2	11	-0.5	-0.4	-3	-3.0
CCOC(=O)C1=CN(Cc2ccc(Br)cc2)S(=O)(=O)NC1C (configuration not stated)	2.2	·	-1	-1	5	-1.0	0.2	-6	1.0
COc1cc(CN2CCCC(C(=O)N3CCc4ccccc4C3)C2)cc(OC)c1OC (configuration not stated)	-0.1	-3.8	8	-4	-7	-3.2	0.9	-2	1.4
CCOC(=O)N1CCN(C(=O)COc2ccc3oc4c(c3c2)CCCC4)CC1	-1.6	-2.2	8	0	4	0.0	2.8	1	3.4
CC(=O)OC12CC3CC(C1)C(=NO)C(C3)C2	1.9	-1.8	-5	0	3	-2.8	-0.4	-1	-0.2
CC(=O)Nc1ccc(S(=O)(=O)NCC2CCC(C(=O)N3CCCCCC3)CC2)cc1 (configuration not stated)	-0.5	-2.5	3	0	20	-2.3	-1.5	5	1.0
Cn1c(=O)c(=O)n(C)c2cc(N3CCOCC3)c(NS(=O)(=O)c3ccc(F)c(Cl)c3)cc21	-1.4	0.2	5	-1	12	0.1	-0.6	-1	·
CCCCc1cc(=O)oc2cc(C)cc(OC(C)C(=O)NCc3cccnc3)c12 (configuration not stated)	3.2	0.6	1	56*	-5	-1.6	0.0	0	0.4
COc1cccc(C(=O)Nc2nnc(-c3cccs3)o2)c1	0.5	-0.1	-12	2	20	1.4	-0.8	2	0.4
CCNC(=O)/C(C#N)=C/c1c(N2CCN(c3ccc(OC)cc3)CC2)nc2c(C)cccn2c1=O	1.8	1.5	?	2	5	-0.3	-3.7	0	1.5
COc1cc(CN2CCC(C(=O)NC(c3ccc(F)cc3)c3ncccc3C)CC2)cc(OC)c1 (configuration not stated)	·	·	-7	-1	0	-1.7	0.1	3	-0.6
COc1ccc(N2C(=O)CC(NCc3cccs3)C2=O)cc1 (configuration not stated)	0.2	2.9	6	3	7	-1.8	0.2	1	-0.1
O=C(O)c1cccc(C(=O)O)c1Br	-1.4	-1.3	2	3	2	-3.1	0.4	-6	-2.6
CCN(CC)CC(=O)Nc1sc(C)cc1C(=O)c1ccc(C)cc1	-0.5	0.0	?	3	15	0.0	-2.3	-5	-2.1
CCN1CCN(c2ccc(S(=O)(=O)N3CCOCC3)cc2NC(=O)c2ccc(C)c(C)c2)CC1	-0.4	-1.0	-2	4	-4	-1.3	-0.5	0	-0.5
O=C(OCc1ccc(Cl)cc1)c1cccnc1Cl	0.7	0.9	-5	2	-3	-5.7	-0.6	0	·
COc1ccccc1-n1cnnc1SCC(=O)NCC1CCCO1 (configuration not stated)	0.8	-0.7	-2	1	3	0.3	-0.4	3	·
Cn1c(CCN2CCCCC2)nc2cc(NS(=O)(=O)c3ccc(F)cc3)ccc21	-1.6	-2.4	9	5	7	-0.9	-1.5	1	-1.1
COc1cc(C(=O)N2CC(=O)Nc3ccccc32)cc(OC)c1OC	·	·	-3	-3	3	1.1	-0.2	8	-0.1
O=C1c2cccc3cccc(c23)C(=O)N1OS(=O)(=O)c1ccc(Cl)cc1	-1.7	3.2	0	-3	5	-2.7	-0.1	-1	·
CC(=O)NNC(=O)c1csc(Cc2c(Cl)sc3ccc(Cl)cc23)n1	1.2	2.7	?	4	12	-1.2	-3.3	-18	·
Brc1cc2c(cc1CN1CCN(c3ccccc3)CC1)OCCO2	1.7	-0.1	-18	1	0	-1.0	-0.8	0	-0.6
CC(CCc1ccco1)NC(=O)CCc1nnc2ccc(NCc3ccc(Cl)cc3)nn12 (configuration not stated)	-0.2	2.9	5	2	0	-4.9	2.8	-2	3.4
COc1ccccc1/C=C/C(=O)Nc1cccnc1Cl	-0.3	1.9	28	3	4	-5.8	2.6	1	4.3
CN(C)c1ccnc2sc(C(=O)c3ccc(Br)cc3)c(N)c12	1.4	8.1	-1	-4	5	-0.5	1.5	1	·
COc1ccc(CCNC(=O)CCCOc2cccc(C)c2C)cc1OC	-0.8	-1.3	-3	2	2	-2.7	0.0	-1	·
COC1OC(CO)C(O)C(O)C1O (configuration not stated)	1.2	0.3	8	33*	2	0.3	0.1	6	-3.0
Cc1ccc(-n2[nH]c(C)c(CCC#N)c2=O)cc1	0.0	0.2	-5	1	9	0.8	-0.9	-2	·
CCc1nc2ccc(C(=O)NCCCN(C)C)cn2c1N(CC)CCOC	·	·	9	2	13	-1.9	-0.3	-4	-0.4
C=C(C)Cn1cnc2cc(C)c(C)cc21	1.7	-2.8	-7	6	6	1.0	-0.7	6	-0.4
O=C(CCC(=O)NNC(=O)Cc1ccccc1)NCc1ccccc1	-0.5	-0.5	-4	1	5	0.6	-0.2	-2	·
OCc1ccccc1OCCCOc1cccc2cccnc12	0.0	-1.5	?	-1	-3	-3.3	-1.4	-11	1.2
CC(=O)Nc1cc2cc(NS(=O)(=O)c3ccc(C)cc3)ccc2oc1=O	0.5	4.0	?	-6	-10	-4.2	-2.8	0	-0.8
COc1ccc(Nc2nc(-c3c[nH]c4ccccc34)cs2)cc1	1.7	-0.6	?	0	9	1.4	?	?	·
O=C(Nc1ccc(Cl)cc1)Nc1ccc(S(=O)(=O)Nc2ncccn2)cc1	-1.1	-0.3	-3	0	11	-1.5	-0.1	2	·
Cc1ccc(S(=O)(=O)N2CCOCC2)cc1NC(=O)CSc1nnc2n1CCCCC2	-0.6	1.0	-8	3	5	-3.8	-0.3	-3	-2.4
Cc1cc(OCc2ccccc2)ccc1/C(O)=C1/C(=O)C(=O)N(Cc2cccnc2)C1c1ccncc1 (configuration not stated)	-1.0	-0.7	·	2	38*	-1.2	·	·	·
Cc1ccc(CNCCc2ccccc2F)cc1	0.4	1.6	-4	-3	-6	-0.1	0.1	-2	·
Cc1cc2cc(CCNC(=O)c3cccs3)c(=O)[nH]c2cc1C	3.3	0.9	3	3	-6	-2.0	-1.1	0	0.1
COCCOC(=O)/C=C1/NC(=O)CS1	-1.0	1.3	5	-6	7	-0.9	1.5	0	-1.6
COC(=O)N/N=C/c1cc(Cl)c(OCc2ccccc2F)c(OC)c1	0.6	-1.7	?	-1	2	-6.7	-2.4	6	-0.6
O=C(c1ccc(F)cc1)N1CCCC(c2ccccc2)C1 (configuration not stated)	0.9	-1.6	2	-2	-1	0.6	0.5	-7	·
COc1ccc(OCC(=O)NCCCn2ccnc2)cc1	-0.1	-1.3	-2	1	-8	-1.9	-1.1	-10	·
CN(C)/C=N/c1ncc(C(=O)c2ccc(-c3ccccc3)cc2)s1	1.2	·	5	-1	34*	-0.3	4.9	5	·
CCS(=O)CCSc1nc2ccccc2s1 (configuration not stated)	-0.4	1.4	-1	-4	-7	0.6	0.3	-1	-1.7
O=c1[nH]c2ccccc2n1C1CCN(C(c2cc3ccccc3o2)c2nnnn2Cc2ccccc2)CC1 (configuration not stated)	·	·	8	0	·	-3.6	1.4	3	-1.3
CCN1C/C(=C/c2cccs2)c2nc3ccccc3c(C(=O)O)c2C1	-1.0	-0.5	-18	2	27	-2.1	8.3	7	-1.0
Cc1ccc(S(=O)(=O)Cc2nnnn2-c2ccccc2)cc1	-0.4	-1.2	-2	0	6	-0.1	-2.0	-2	0.4
The list goes on:
SMILES	PfHsp40 rescue	UGM FP inh	BoNT F protease	Mtb FBA inh	GDH-TPI inh	FadD28 FP inh	BoNT A protease	Anthrax LF prot	Mtb BioA inh
CC(=O)Oc1ccc(C(=O)Nc2cccc(C(=O)c3cccc(NC(=O)c4ccc(OC(C)=O)cc4)c3)c2)cc1	-0.3	-0.6	2	0	6	-1.7	0.1	1	·
Cc1cccc(NC(=O)c2nc[nH]c2C(=O)Nc2ccccc2[N+](=O)[O-])c1	-1.3	0.3	0	5	2	-1.0	-0.7	0	·
Cc1c(/C(O)=C2\C(=O)C(=O)N(CCN(C)C)C2c2cccs2)cnn1-c1ccccc1 (configuration not stated)	-0.7	-0.4	-41	2	22	-2.0	-1.2	-8	0.7
CCCNc1nc(-c2cc(-c3ccc(Cl)cc3)on2)cc(C(C)C)n1	-1.1	-0.9	3	5	14	-1.9	1.1	-1	-2.6
Cc1ccccc1NC(=O)CN1C(=O)c2ccccc2C1=O	13	1.1	23	2	1	-2.5	2.4	-1	-1.2
COC(=O)c1c(-c2ccsc2)sc2ccc(-c3cc(OC)c(OC)c(OC)c3)cc12	0.0	3.0	-6	2	3	-2.7	0.1	-3	-0.8
COCCNC(=O)C1(C)CCCN(C(=O)c2ccc(OC)cc2OC)C1 (configuration not stated)	·	·	-2	7	11	-0.6	0.0	9	-0.2
O=c1[nH]c(=S)[nH]c2c1C(c1ccc(F)cc1)OC(CCOCc1ccccc1)C2 (configuration not stated)	·	·	4	-8	·	-3.6	-0.6	-6	9.5
CC(C)c1nc2cc3ccccc3cc2[nH]1	1.3	-2.3	2	6	-4	0.8	0.1	1	1.5
Clc1cc(Cl)cc(CSc2nnc(-c3sccc3-n3cccc3)o2)c1	1.2	-0.4	-18	3	8	-0.6	-0.8	3	1.5
Cc1cc(C)nc(NCCC(=O)O)n1	13	-0.2	1	0	1	0.6	-1.6	1	1.9
CCCn1c(N)c(C(=O)CSc2ncn[nH]2)c(=O)n(C)c1=O	0.6	2.3	-4	1	4	-1.2	-1.6	-14	1.4
Cc1cnc(NC(=O)CSc2nc3ccccc3s2)s1	14	-0.9	-2	-4	-3	-2.3	-0.3	-5	4.6
CC(=O)c1ccc(S(=O)(=O)Nc2ccc(C(=O)NCCCn3ccnc3)cc2)cc1	1.8	0.1	·	6	3	-2.0	·	·	-1.3
Cc1csc2ncc(C(=O)NCCC(c3ccccc3)c3ccccc3)c(=O)n12	3.0	-0.1	-2	34*	19	-6.0	0.3	-4	-1.4
Cn1c(=O)c2c(nc(CO)n2C)n(C)c1=O	-0.4	2.6	-4	-1	-1	0.4	-1.0	-7	-0.9
COc1ccc(CNC(=O)c2ccc(-c3ccc(F)c(F)c3)c3ccoc23)cc1OC	·	·	1	3	1	-2.9	-0.3	-5	-0.1
O=C(NNC1=NCCC1)C1CC1	0.0	-2.2	2	1	-5	-4.8	-1.7	-3	-0.1
CC(C)C1=NN(C(=O)c2cccnc2)C(O)(C(F)(F)F)C1 (configuration not stated)	-0.2	-0.4	-1	2	2	-3.5	-0.5	-3	-2.4
COCCNC(=O)c1cc(C)ccc1C	1.0	-1.7	-6	2	0	-3.8	-0.7	-2	-0.9
Cn1c(SCC(=O)NC2CCCCCC2)nnc1-c1ccco1	-0.5	0.3	2	-1	3	0.2	2.2	-1	-1.4
CC(=O)O[C@]1(C(C)=O)CC[C@H]2[C@@H]3C=C(Cl)C4=CC(=O)CC[C@]4(C)[C@H]3CC[C@@]21C	1.1	3.5	-3	2	16	-3.1	-1.0	-12	?
